KCNK9 inh: human KCNK9 channel inhibition; HEK293 KCNK9, FluxOR thallium flux fluorescence; stronger effect = lower value; 1.2% of 310,000 active; B-score at 10 µM; Q9NPC2;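 active = ratio B-score over 3 SD below the library mean, with starting fluorescence within 5 SD of its mean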;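 note: negative B-score means less thallium flux so channel inhibition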
PolyA inhibitor: inhibitors of polyadenylation in S. cerevisiae; S. cerevisiae SKY197-pL101 polyadenylation reporter, beta-gal luminescence; efflux-impaired pdr1/pdr3 knockout yeast; score 100 = 6 SD above DMSO; calls only at 12 µM; 0.02% of 300,000 active;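 active = lowest replicate activity score at least 50, where 100 means six control SD above control mean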;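 note: yeast exposed to compound for 9 h at 30 °C; higher score means more reporter readthrough which indicates perturbed polyadenylation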
KCNK3 block: human KCNK3 channel inhibition, primary screen | CHO-KCNK3 thallium flux, FluxOR fluorescence; stronger effect = lower value | B-score at 10 µM | 0.84% of 340,000 active | AID 602410;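 active = B-score under library mean minus 4 SD, starting fluorescence ratio at most library mean plus 5 SD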;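 note: more negative B-score means stronger inhibition of thallium flux through KCNK3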
hERG rescue: compounds protecting human hERG from proarrhythmic drug block; Q12809; CHO-hERG, FluxOR thallium flux, dofetilide IC70 present; activation (rescue from dofetilide block), less the hit threshold, % at 10 µM; 0.51% of 310,000 active; AID 1511;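 active = activation above the mean of controls blocked by dofetilide plus 5 SD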;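 note: thallium influx through hERG after potassium depolarization seen as dye fluorescence rise; in these data hits start at about 4.7%; inactives centre near -7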
Target sequence (Q12809 whole entry, looked up): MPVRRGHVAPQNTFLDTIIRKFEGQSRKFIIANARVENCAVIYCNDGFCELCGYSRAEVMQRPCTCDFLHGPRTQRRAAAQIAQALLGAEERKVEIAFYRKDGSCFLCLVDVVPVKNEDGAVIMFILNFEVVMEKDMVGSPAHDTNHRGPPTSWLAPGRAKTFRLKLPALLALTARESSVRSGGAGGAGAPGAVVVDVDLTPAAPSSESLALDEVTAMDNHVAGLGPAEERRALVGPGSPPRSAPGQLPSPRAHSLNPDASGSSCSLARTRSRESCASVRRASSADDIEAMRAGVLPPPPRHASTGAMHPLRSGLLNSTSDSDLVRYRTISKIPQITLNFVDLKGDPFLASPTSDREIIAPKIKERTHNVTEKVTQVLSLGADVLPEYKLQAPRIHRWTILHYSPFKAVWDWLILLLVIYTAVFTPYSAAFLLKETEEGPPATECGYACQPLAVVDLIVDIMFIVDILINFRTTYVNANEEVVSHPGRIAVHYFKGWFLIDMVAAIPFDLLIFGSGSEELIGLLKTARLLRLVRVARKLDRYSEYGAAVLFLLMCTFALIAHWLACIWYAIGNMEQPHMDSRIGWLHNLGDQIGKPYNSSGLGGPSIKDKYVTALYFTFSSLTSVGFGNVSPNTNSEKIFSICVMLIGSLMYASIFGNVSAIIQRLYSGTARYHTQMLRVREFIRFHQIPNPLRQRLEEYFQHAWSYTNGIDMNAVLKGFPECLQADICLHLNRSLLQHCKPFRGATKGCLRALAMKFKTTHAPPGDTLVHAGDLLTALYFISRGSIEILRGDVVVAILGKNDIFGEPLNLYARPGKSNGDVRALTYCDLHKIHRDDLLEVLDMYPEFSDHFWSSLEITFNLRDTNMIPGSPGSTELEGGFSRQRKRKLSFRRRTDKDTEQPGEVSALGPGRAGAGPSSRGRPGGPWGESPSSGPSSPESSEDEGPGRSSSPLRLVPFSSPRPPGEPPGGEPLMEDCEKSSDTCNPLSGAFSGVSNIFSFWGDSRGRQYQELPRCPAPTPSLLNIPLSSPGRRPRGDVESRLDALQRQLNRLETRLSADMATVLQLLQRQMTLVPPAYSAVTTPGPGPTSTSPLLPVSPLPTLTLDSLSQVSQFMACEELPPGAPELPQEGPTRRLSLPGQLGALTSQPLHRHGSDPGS
TRPC4 potent: allosterically enhances the mouse TRPC4 cation channel; Q9QUQ5; HEK293 TRPC4beta/mu-opioid, DAMGO EC20, Fluo-4 Ca2+ flux; stronger effect = higher value; B-score at 10 µM; 0.42% of 310,000 active; AID 2227;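 active = B-score of calcium response area above 5 SD of library B-scores, with initial fluorescence ratio within 5 SD of library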;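 note: B-score of integrated fluorescence ratio over time as area under calcium response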
KCNQ1 pot: human KCNQ1 channel potentiation or activation | CHO-K1 KCNQ1, thallium flux FluxOR fluorescence; stronger effect = higher value | B-score at 10 µM | 0.35% of 310,000 active;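 active = fluorescence ratio B-score, a plate-corrected score, at least three library SD, with initial intensity B-score within 5 SD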
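Assay system: stable KCNQ1 CHO-K1 line; medium: assay buffer, equal DMSO in all wells; timing: 90 min dye loading and 20 min compound exposure, both at room temperature; technique: kinetic FluxOR thallium fluorescence, 10-s 1-Hz baseline, 110-s post-stimulus read; read-out basis: B score of baseline-normalized fluorescence ratio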
DYRK1A inh: blocks rat Dyrk1A kinase activity; 0.43% of 310,000 active; ADP-Glo luminescence, NFATc1 peptide; Q63470; AID 504441; inhibition, % at 12.5 µM; in the data active = inhibition above about 50%;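 note: plate controls were vehicle with enzyme for no effect and no enzyme for full effect; many of its hits are not listed in these tables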
Platelet DG rel: modulates dense granule release in human platelets; human platelet-rich plasma, SFLLRN dense granule ATP release, luminescence; inhibition, %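 (compounds screened at 7.5 µM in platelet-rich plasma)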; 0.22% of 300,000 active; AID 1663;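 active = mean replicate score, as percent of positive control, at or above 50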
KCNQ1 block: blocks the human KCNQ1 potassium channel; CHO-K1 KCNQ1, FluxOR thallium flux fluorescence; stronger effect = higher value; B-score at 10 µM; 1.3% of 310,000 active; AID 2642;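 active = compounds whose thallium flux B-score, printed positive for inhibition, exceeds three library SD while starting fluorescence stays within three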;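 note: channel opened by potassium depolarization with thallium stimulus after 20 min compound exposure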
TRPC4 inh: inhibitors of mouse TRPC4 channel; Q9QUQ5; HEK293 TRPC4beta/mu-opioid, DAMGO-evoked Fluo4 calcium flux; stronger effect = lower value; B-score at 10 µM; 0.39% of 300,000 active; AID 2247;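 active = B-score over 3 SD under the library average, no early fluorescence shift, positive overall ratio signal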
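Assay system: Stable TRPC4beta/mu-opioid receptor HEK293 cells | Reagent: DAMGO in two steps, submaximal then maximal | Compound dosing: Single concentration per test compound | Signal: Fluo4 Ca2+ flux fluorescence | Evaluation: Per-well B score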
TRPC4 act: activators of mouse TRPC4 channel; Q9QUQ5; HEK293 TRPC4beta/mu-opioid, Fluo4 calcium fluorescence; stronger effect = higher value; B-score at 10 µM; 0.49% of 310,000 active; AID 2237;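 active = B-score above 5 SD of library B-scores, and initial fluorescence ratio not above library mean plus 5 SD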;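 note: positive B-score marks a calcium rise read as TRPC4 activation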
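Assay system: HEK293 stable line with TRPC4beta plus mu-opioid receptor. Times: dye 45 min RT, read 110 s. Measured by: kinetic Fluo4 calcium fluorescence. Measure: B score of integrated ratio. Controls: assay buffer as low control, maximal DAMGO as high control.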
* = called active by the depositor; i = inactive; nt = not tested or not shown. These rows are one share of the data. The share of hits here may be higher or lower than overall.

SMILES	KCNK9 inh	PolyA inhibitor	KCNK3 block	hERG rescue	TRPC4 potent	KCNQ1 pot	DYRK1A inh	Platelet DG rel	KCNQ1 block	TRPC4 inh	TRPC4 act
CC(C)CCNC(=O)c1c(CSc2ccc(Cl)cc2)noc1C(=O)NCc1ccccc1	i	i	i	-6.5	i	i	11.9	-0.6	i	i	i
COc1ccc(CNC(=O)c2ccc(CS(=O)Cc3cccc(Cl)c3)o2)cc1 (centres undefined)	i	i	i	-9.8	i	i	-3.0	-2.9	i	i	i
CC(=O)Nc1ccc(OCCOc2ccc(/C=C3/C(=N)N4C=CSC4=NC3=O)cc2)cc1	i	i	i	-8.9	i	i	0.6	-2.6	i	i	i
O=C(NN1CCOCC1)c1ccc(Br)s1	i	i	i	-17.6	i	i	nt	0.3	i	i	i
O=S(=O)(c1ccc(S(=O)(=O)N(Cc2ccc(F)cc2)C2CCCC2)cc1)N1CCCC1	i	i	i	-8.7	i	i	0.6	1.3	6*	i	i
CC(NC(=O)C1CCCC1)c1ccc(Br)cc1 (centres undefined)	i	i	i	5.5*	i	i	11.2	4.0	i	i	i
O=C(NNC(=S)Nc1ccccc1C(F)(F)F)C1CC1	i	i	i	-4.3	i	i	nt	4.5	i	i	i
Cc1nc2sc(C(c3ccc(Cl)cc3)N3CCOCC3)c(O)n2n1 (centres undefined)	i	i	i	-1.9	i	i	nt	3.0	i	i	i
CCOc1ccc(C(=O)NCC(=O)NCC(c2ccccc2OC)N2CCCC2)cc1 (centres undefined)	i	i	i	-9.2	i	i	11.2	-12.8	i	i	i
Cc1cc(NC(=O)CCC(=O)N(c2ccccc2)C(C(=O)NC(C)(C)C)c2ccccc2Cl)no1 (centres undefined)	i	i	i	-5.9	i	i	-5.8	7.1	i	i	i
O=C(O)CC(Cc1ccccc1)C(=O)NCC12CC3CC(CC(C3)C1)C2 (centres undefined)	i	i	i	-7.2	i	i	-1.9	5.2	i	i	i
COc1ccc2[nH]c(=O)c(CN(C(=O)C(C)C)c3ccccc3OC)cc2c1	i	i	i	-5.3	i	i	-3.5	-1.8	i	i	i
NC(=O)CSc1nnc(C2CC2)n1-c1ccccc1	i	i	i	-8.4	i	i	-2.1	-3.6	i	i	i
CC(C)(C)C1CCCCC1NC(=O)c1ccncc1 (centres undefined)	i	i	i	-2.9	i	i	5.9	1.3	i	i	i
CN(C)S(=O)(=O)N1CCN(C(=O)N2CCCCC2)CC1	i	i	i	-3.1	i	i	2.8	3.7	i	i	i
CCOC(=O)C1Cc2c([nH]c3ccccc23)CN1 (centres undefined)	i	i	i	-8.9	i	i	3.9	7.9	i	i	i
Cc1cc(C(=O)N/N=C2\CCCC(=O)C2)c2ccccc2n1	i	i	i	-8.3	i	i	2.4	-5.1	i	i	i
Cc1ccc(Nc2nc(-c3ccncc3)nc3ccccc23)cc1	i	i	i	-6.9	i	i	nt	-1.0	i	i	i
O=C(Cc1ccccc1)N[C@H](c1ccccc1)P(=O)(O)CO	i	i	i	-0.5	i	i	17.1	-2.2	i	i	i
Cc1ccc(CNc2nc(N)c([N+](=O)[O-])c(NCc3ccccc3)n2)cc1	i	i	i	-6.6	i	i	-4.7	-15.5	i	i	i
O=C(/C=C/c1ccc([N+](=O)[O-])cc1)NCCOc1ccc(F)cc1	i	i	i	5.5*	i	i	-2.4	2.2	i	i	i
CC(C)(C)c1cc(C(=O)N/N=C/c2ccccn2)n[nH]1	i	i	i	-7.1	i	i	-1.0	1.5	i	i	i
O=C(Nc1ccccc1)N1CCCN(c2c(Cl)cncc2Cl)CC1	i	i	i	-5.9	i	i	nt	-0.3	i	i	i
O=C(O)COc1ccccc1/C=N/NC(=O)c1ccc(F)cc1	i	i	i	-11.2	i	i	nt	10.2	i	i	i
O=C(c1c(F)cccc1F)N1CCN(c2ccccc2F)CC1	i	i	i	-8.8	i	i	1.6	3.2	i	i	i
COc1ccccc1C(=O)Nc1ccnn1C1CCN(Cc2ccc3nonc3c2)CC1	i	i	i	-14.1	i	i	-2.5	-2.7	i	i	i
CCOC(=O)Cn1cnc2sc3c(c2c1=O)CCC3	i	i	i	-10.5	i	i	9.1	-10.3	i	i	i
CC(Sc1nncs1)C(=O)Nc1ccc2c(c1)OCO2 (centres undefined)	i	i	i	-3.3	i	i	3.6	2.7	i	i	i
[O-][N+]12CCN(CC1)c1ccccc12	i	i	i	1.5	i	i	5.9	1.1	i	i	i
OCCCNC(=S)Nc1ccc2nc(-c3ccccn3)c(-c3ccccn3)nc2c1	i	i	i	-2.5	i	i	nt	-2.7	i	i	i
OC(COc1ccccc1)CN1CCCC1 (centres undefined)	i	i	i	0.3	i	i	0.3	-0.5	i	i	i
NC(=O)NC(CC(=O)NCCc1ccc(S(N)(=O)=O)cc1)c1ccccc1Cl (centres undefined)	i	i	i	-9.5	i	i	-8.7	6.6	i	i	i
CCOC(=O)C(C)Oc1cccc2c(=O)n(CC(=O)NCCc3ccccc3)ccc12 (centres undefined)	i	i	i	-8.6	i	i	-3.5	-3.6	i	i	i
COc1ccc(OC)c(S(=O)(=O)Nc2cc3c4c(c2)CCC(=O)N4CCC3)c1	i	i	i	-13.4	i	i	-3.0	29.8	i	i	i
O=C1c2cccc3c([N+](=O)[O-])ccc(c23)C(=O)N1O	i	i	i	-23.0	i	i	2.8	-4.2	8*	i	i
Cc1ccc(CCNC(=O)CNC(=S)N(Cc2ccccc2)Cc2cccnc2)cc1	i	i	i	-14.8	i	i	5.8	-2.8	i	i	i
O=c1cc(-c2ccc(O)c(O)c2)oc2cc(O)cc(O)c12	i	i	i	-10.7	i	i	91.0*	-1.1	i	i	i
O=C(NCCCN1CCCC1)C1CCC(=O)N1C1CCCCC1 (centres undefined)	i	i	i	-0.3	i	i	nt	-6.9	i	i	i
Cc1ccc2c3c([nH]c2c1C)-c1nonc1CC3	i	i	i	0.3	i	i	-10.0	2.3	i	i	i
O=C(CN1C(=O)CCSc2ccccc21)NC1CCCCC1	i	i	i	-9.2	i	i	-2.2	3.7	i	i	i
COc1ccc(-c2csc(Nc3ccc(S(=O)(=O)Nc4cc(C)on4)cc3)n2)cc1C	-8.74*	i	i	-38.4	i	i	3.1	-10.3	i	i	i
O=C(N/N=C/C1=Cc2ccccc2OC1)c1ccncc1	i	i	i	-8.6	i	i	8.8	5.3	i	i	i
O=C(CSc1nnc(CNC(=O)c2cccs2)o1)Nc1ccccc1	i	i	i	-11.3	i	i	2.8	9.3	i	i	i
CCCS(=O)(=O)N1CCCC(C(=O)NCCCN(C)c2ccccc2)C1 (centres undefined)	i	i	i	-1.0	i	i	-1.3	6.0	i	nt	i
O=c1c(-c2nc3ccccc3o2)c2oc3ccccc3n2c2ccccc12	i	i	nt	-7.7	i	i	nt	-11.7	i	i	i
C[N+]1(CC(=O)OCCCc2ccccc2)CCCCC1	i	i	i	-9.6	i	i	nt	10.3	i	i	i
Cc1nc(C)n(C(C)CNS(=O)(=O)c2ccc(C)c(C)c2)n1 (centres undefined)	i	i	i	-4.4	i	i	-5.4	-14.2	i	i	i
COc1ccccc1N(Cc1cc(=O)[nH]c2ccccc12)C(=O)C(C)C	i	i	i	-9.1	i	i	-3.1	2.5	i	i	i
Cc1cccc(N(Cc2ccccc2)C(=O)c2ccc(F)c(S(=O)(=O)N3CCOCC3)c2)c1	i	i	i	-17.4	i	i	2.9	4.5	i	i	i
CC(=O)n1cc([C@@H]2C=C(C(=O)Nc3ccccc3)O[C@H](OCc3ccc(CO)cc3)C2)c2ccccc21	i	i	i	-17.4	i	i	-4.0	0.0	i	i	i

Remaining list, next part
SMILES	KCNK9 inh	PolyA inhibitor	KCNK3 block	hERG rescue	TRPC4 potent	KCNQ1 pot	DYRK1A inh	Platelet DG rel	KCNQ1 block	TRPC4 inh	TRPC4 act
Cc1ccc(NC(=O)CS(=O)(=O)c2c[nH]c3ccccc23)c(C)c1	i	i	i	-12.1	i	i	-3.8	-2.3	i	i	i
Cc1ccc(NC(=O)CNC(=O)c2sc3ccccc3c2Cl)nc1	i	i	i	-16.8	i	i	5.8	3.6	i	i	i
O=C(CSc1n[nH]c(=O)[nH]c1=O)NC1CCCCC1	i	i	i	-8.3	i	i	16.1	-0.5	i	i	i
COc1cc2c(cc1OC)C(=O)CC(C)S2 (centres undefined)	i	i	i	-5.5	i	i	2.9	-2.6	i	i	i
COc1ccccc1CN1CC(C(=O)NCCC2=CCCCC2)CCC1=O (centres undefined)	i	i	i	-9.2	i	i	4.2	-5.8	i	i	i
Cc1ccc(SCc2cc(-c3ccc(Cl)cc3)on2)cc1	i	i	i	-4.8	i	i	-9.1	-20.3	i	i	i
C=CCOCCN(C)C1=NS(=O)(=O)c2cc([N+](=O)[O-])ccc21	i	i	i	-10.8	i	i	-2.6	-1.6	i	i	i
CC(/C=N/O)Cc1ccc2c(c1)OCO2 (centres undefined)	i	i	i	-3.7	i	i	-0.2	2.5	i	i	i
COc1ccc(OC)c(NS(=O)(=O)c2ccc(Br)s2)c1	i	i	nt	-10.8	i	i	nt	-0.9	i	i	i
Cc1nnc(SC(C)C(=O)Nc2ccc3ccccc3c2)[nH]c1=O (centres undefined)	i	i	i	-1.8	i	i	6.6	-6.3	i	i	i
COc1ccc(NC(=O)CN(C)C(=O)Cn2cnc3c2c(=O)n(C)c(=O)n3C)cc1	i	i	i	-7.8	i	i	-4.3	1.1	i	i	i
CC(Sc1nnc(N)s1)c1ccccc1Cl (centres undefined)	i	i	i	-7.1	i	i	12.7	3.1	i	i	i
CCOc1ccc(Oc2nc(Nc3ccc(C)cc3)nc(N(C)C)n2)nn1	i	i	i	-1.8	i	i	1.1	-7.3	i	i	i
Cn1cc([N+](=O)[O-])c(C(=O)N/N=C/c2ccc3c(c2)OCO3)n1	i	i	i	-3.8	i	i	4.2	-3.2	i	i	i
Cc1ccccc1OCC(=O)NCCc1nc2ccccc2[nH]1	i	i	i	-8.7	i	i	0.0	-0.1	i	i	i
O=C(NCSc1ccnc(SCNC(=O)c2ccccc2)n1)c1ccccc1	i	i	i	-1.2	i	i	-0.1	-9.3	i	i	i
O=C(OCC(=O)N1CCOCC1)c1ccc(F)cc1Cl	i	i	i	-4.4	i	i	2.5	-0.5	i	i	i
COc1ccc(N2C(=S)N=C(Nc3ccccc3)C23CCCCC3)cc1	i	i	i	-7.4	i	i	-2.3	9.9	i	i	i

Source: PubChem (several laboratories)
